Assay outcomes deposited in PubChem by Broad Institute.
INS-1E GSIS act – GLuc luminescence reporter in INS-1E cells, primary screen for activators of glucose-dependent secretion of insulin | activation, % at 16.6 µM | AID 743287 | INS-1E GLuc reporter insulin secretion, 2-3 h | 0.61% of 370,000 active;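 active = lowest replicate activation of at least 40%, so every replicate reaches that level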;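 also: 0% = median of neutral control wells and 100% = median of IBMX positive control wells; some compounds called inactive have numbers as strong as hits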
CFTR F508del cor – CFTR F508del correction in bronchial cells; CFBE cells, YFP halide quenching; stimulated with forskolin plus potentiator P3; % fluorescence drop versus neutral controls; activity (quench increase), % at 7.58 µM; 0.36% of 350,000 active; AID 720511;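 active = mean added fluorescence quench of at least 8% versus neutral control, with both replicates also reaching 8%; inconclusive = only one of the mean or replicate conditions met; inactive = mean below 8% and not both replicates reaching 8%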;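 also: cells transiently co-express mutant CFTR-F508del with the halide-sensitive YFP; corrector assay measuring rescue of mutant channel to the surface after 24 h compound exposure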
EWS-Fli inh – blocks EWS/Fli oncoprotein-driven transcription; A673 NR0B1-luciferase reporter, viability-normalised; inhibition, % at 12.6 µM; 0.67% of 350,000 active; AID 651661;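 active = mean inhibition of at least 50% after viability correction, with every replicate also passing that limit; inconclusive = mean reaches 50% but only one of two replicates passes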;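 also: firefly luciferase signal divided by Alamar Blue viability fluorescence both relative to DMSO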
DENV2 CPE rescue – protects cells from dengue virus 2 cytopathic effect. 1.7% of 350,000 active. DENV2-infected cells, cytopathic effect rescue, plate reader. CPE inhibition, % at 9.99 µM; in the data active = CPE inhibition above about 20%, passing the limit was not always enough; inconclusive = no clear call, values can overlap the other calls; tested in BHK-21 cells;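 also: 0% = median of neutral control wells and 100% = median of positive control wells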
PAX8 reporter – inhibitors of PAX8 transcriptional activity in RMG-I cells; AID 652154; 1.2% of 360,000 active; RMG-I TPO-luciferase reporter, SteadyGlo, 24 h; inhibition, % at 12.6 µM;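 active = mean replicate inhibition at least 60% with every replicate also reaching 60%; inconclusive = only one of the two criteria is met; inactive = mean below 60% and not all replicates reaching 60%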;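 also: luciferase light reporting Pax8 driven TPO promoter activity; plate controls were median of neutral control wells for no effect and mitoxantrone controls for full effect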
XiGFP reactiv – activators of X-chromosome reactivation in mouse fibroblasts. 0.055% of 360,000 active. AID 743238. XiGFP mouse fibroblasts, % GFP-positive cells imaging, 3 d; cells co-treated with 5-aza-dC sensitizer; scaled so ellipticine positive control = 100%. activation, % at 7.58 µM;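 active = mean normalized replicate activation at least 10% and every replicate at or above 10%; inconclusive = only one of the two criteria met; inactive = mean below 10% and not all replicates reach 10%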;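 also: 0% = median of on-plate neutral control wells and 100% = ellipticine 6 µM median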
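System: SV40-immortalized XiGFP fibroblast cells, line 68-5-11 / Incubation: 3-day compound exposure, then 15 min fixation at room temperature / Compound: single concentration per compound, delivered by pin transfer / Buffer or medium: DMEM plus 5-aza-dC sensitizer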
ARNT-TACC3 inh – disruptors of human ARNT/TACC3 interaction; inhibition, % at 9.99 µM; 0.66% of 390,000 active; AlphaScreen His-ARNT PAS-B/GST-TACC3 binding, luminescence; TACC3 fragment carries E629A point mutation; Q9Y6A5; AID 623870;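 active = mean inhibition of replicates at least 50% and at least half of replicates each reaching 50%; inconclusive = half or more replicates reach 50% but mean below 50%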;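 also: 0% = complete ARNT plus TACC3 wells and 100% = ARNT alone without TACC3; many hits fall short of the cut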
ERp5 block – blocks human ERp5 reductase activity on insulin; inhibition, % at 9.99 µM; AID 651711; ERp5 insulin aggregation, absorbance 650 nm, 90 min; Q15084; 0.05% of 350,000 active;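 active = mean replicate inhibition above about 25%, with every replicate also reaching it, limit read from the data, passing the limit was not always enough; inconclusive = only one of those two criteria met; inactive = neither criterion met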
Target sequence (Q15084 whole entry, looked up): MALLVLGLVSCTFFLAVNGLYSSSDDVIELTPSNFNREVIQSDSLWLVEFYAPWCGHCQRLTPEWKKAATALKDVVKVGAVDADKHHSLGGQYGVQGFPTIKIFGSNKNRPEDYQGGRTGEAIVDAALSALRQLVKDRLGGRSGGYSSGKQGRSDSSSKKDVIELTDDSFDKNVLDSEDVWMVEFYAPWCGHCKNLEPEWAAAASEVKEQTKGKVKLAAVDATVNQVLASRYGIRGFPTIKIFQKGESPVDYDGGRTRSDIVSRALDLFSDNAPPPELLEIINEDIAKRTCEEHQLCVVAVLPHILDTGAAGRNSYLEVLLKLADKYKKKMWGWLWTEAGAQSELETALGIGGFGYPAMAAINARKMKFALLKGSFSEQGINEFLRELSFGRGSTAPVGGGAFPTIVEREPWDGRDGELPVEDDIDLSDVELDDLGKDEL
Active calls of the source: *; u = inconclusive; x = no result given.

SMILES	INS-1E GSIS act	CFTR F508del cor	EWS-Fli inh	DENV2 CPE rescue	PAX8 reporter	XiGFP reactiv	ARNT-TACC3 inh	ERp5 block
CO[C@@H]1CN(C)C(=O)c2ccc(NC(=O)c3cnccn3)cc2OC[C@@H](C)N(CC2CC2)C[C@@H]1C	12.3	2.0	-9.8	-5.0	x	0.4	x	-3.9
CC1CCc2cccc3c2N1c1cc(C#N)c(C#N)cc1O3 (configuration not stated)	6.6	1.2	3.9	-2.7	x	x	-3.6	-1.1
COc1ccccc1OCC(=O)Nc1ccc(C(=O)Nc2ccccc2C(=O)O)cc1	3.4	0.8	2.9	-1.4	-32.2	0.0	x	8.0
O=C(NCC1CCCO1)c1sc2cc(Cl)ccc2c1Cl (configuration not stated)	9.6	x	x	x	-65.5	0.2	-9.8	x
CC(=O)N1[C@H](CO)[C@H](c2ccccc2)[C@@H]1CNC(=O)CN1CCOCC1	9.5	0.1	-6.0	-0.4	3.3	-0.1	-3.9	-2.0
CC1CC(C)CN(C(=O)CCc2ccccc2)C1 (configuration not stated)	11.2	-0.2	-8.0	2.0	-5.7	0.0	-7.1	1.2
C[C@H](CO)N1C[C@H](C)[C@H](CN(C)C(=O)c2ccncc2)Oc2cc(C#Cc3ccncc3)ccc2S1(=O)=O	4.1	1.0	-14.2	9.8	-34.2	-0.2	-14.0	-0.4
CCN(CC(=O)Nc1c(F)cccc1F)C(=O)c1cccc(S(=O)(=O)N2CCN(c3ccccc3)CC2)c1	-23.0	2.6	x	0.6	x	0.1	6.2	4.8
C[C@H](CO)N1C[C@H](C)[C@H](CN(C)S(=O)(=O)c2ccc(C#N)cc2)Oc2ncc(C#Cc3cccc(F)c3)cc2C1=O	-17.5	4.1	9.3	13.6	x	0.0	-5.3	-6.4
O=C(N/N=C\c1ccc([N+](=O)[O-])s1)C1COc2ccccc2O1 (configuration not stated)	10.4	-0.3	1.5	-2.7	6.4	-0.1	30.6	0.4
CO[C@H]1CN(C)C(=O)c2cc(NC(=O)Nc3cccc(F)c3)ccc2OC[C@@H](C)NC[C@@H]1C	-9.7	1.3	-1.1	-3.4	x	-0.4	1.5	3.6
O=C1Nc2ccccc2-n2nnnc2C1N1CCN(c2ccc(C(F)(F)F)cc2[N+](=O)[O-])CC1 (configuration not stated)	x	0.5	13.7	-0.4	17.9	0.1	x	-0.1
COc1ccc(NC(=O)CSc2nnc(CN3CCOCC3)n2C)cc1Cl	6.7	0.0	x	2.9	5.9	0.1	-22.3	0.7
CS(=O)(=O)c1ccc(Cl)c(NC(=O)c2cccc(-n3cnnn3)c2)c1	10.4	0.4	12.4	5.2	-6.9	-0.3	-2.4	-1.5
COCC#Cc1cnc2c(c1)C(=O)N([C@@H](C)CO)C[C@H](C)[C@@H](CN(C)C(=O)c1cccc(F)c1)O2	0.4	2.3	-7.4	8.3	8.6	0.6	-2.2	-2.4
COCCCNC(=O)Cn1cc(/C=C(\C#N)C(=O)NC2CCCC2)c2ccccc21	x	5.4	-4.1	-1.0	-17.8	0.3	-14.8	6.8
O=C(C[C@@H]1C=C[C@H](NC(=O)CN2CCOCC2)[C@H](CO)O1)NCCc1ccncc1	6.7	-4.8	-5.5	1.3	x	1.1	x	-0.5
C[C@@H]1CCCCO[C@@H](CN(C)CC2CCCCC2)[C@@H](C)CN([C@@H](C)CO)C(=O)c2cc(NC(=O)Nc3ccc4c(c3)OCO4)ccc2O1	-20.6	-1.3	6.1	5.4	4.8	-0.2	11.9	-16.3
CCC(=O)NC(=S)Nc1ccc(NC(=O)c2cccnc2)cc1	2.6	2.1	4.2	2.8	-16.0	-0.1	11.1	-3.6
Cc1ccc(SCC(=O)N2CCN(c3ccc(F)cc3)CC2)cc1	-4.4	-3.4	12.2	-1.6	8.9	0.0	-4.0	3.8
CC(OC(=O)/C=C/c1ccccc1)C(=O)Nc1cccc(C#N)c1 (configuration not stated)	-7.2	0.8	-0.2	-0.2	-8.4	0.4	-1.3	1.1
CCn1c2ccccc2c2cc(/C=N/O)ccc21	10.7	-0.9	-5.2	x	-1.1	0.3	20.3	3.1
Cc1cc(-c2nnc(CCC(=O)NCc3ccc(F)c(F)c3)o2)no1	6.4	1.1	-14.5	13.1	23.7	-0.1	-7.2	-2.4
Cc1ccc(CNC(=O)C2CCCN2C(=O)Nc2cccc(Cl)c2)cc1 (configuration not stated)	8.1	0.8	1.7	-4.0	9.5	0.0	1.1	-0.4
CCOC(=O)C1=CN(Cc2ccco2)S(=O)(=O)N(CC)C1c1ccc(C(F)(F)F)cc1 (configuration not stated)	3.5	-2.4	9.2	9.8	12.1	-0.1	0.0	-0.9
O=C(COc1ccc2ccccc2c1Br)Nc1ncn[nH]1	9.5	-0.5	-12.9	8.9	x	x	-0.8	-2.3
Cc1ccc2nc(-c3ccc(NS(=O)(=O)c4ccccc4)cc3)sc2c1	-0.7	0.7	-22.9	-7.6	-41.4	0.0	-14.4	-0.2
O=C(COc1ccc(Br)cc1CNC1CCCCC1)NCCc1ccccc1	-43.7	3.9	17.5	-8.8	-5.6	0.1	4.7	-1.4
C[C@@H]1CN([C@@H](C)CO)C(=O)c2cc(/C=C/c3ccccc3)cnc2O[C@H]1CN(C)C(=O)CN(C)C	9.1	0.9	1.2	9.7	x	-0.6	3.8	1.3
COc1ccc([C@H]2CC(=O)C=C(c3cc4ccccc4s3)C2)cc1	-2.1	-0.9	-56.1	-4.8	3.0	0.0	2.1	1.7
Cc1cc(C(=O)Nc2cccc3c2O[C@@H](CN(C)C(=O)Nc2ccc(F)cc2)[C@@H](C)CN([C@H](C)CO)C3=O)n(C)n1	12.9	0.4	-3.0	0.9	14.0	0.0	0.7	1.0
Cc1noc(C)c1NC(=O)Nc1cccc2c1O[C@@H](CN(C)C(=O)NC(C)C)[C@@H](C)CN([C@H](C)CO)C2=O	10.2	3.1	-2.5	4.1	-18.8	0.1	3.0	-1.4
CN(C)C(=O)c1ccc(-c2ccc([C@H]3[C@@H](CO)N4CCCCN(C(=O)C5CCCC5)C[C@H]34)cc2)cc1	x	-1.5	9.5	5.0	14.1	x	-2.0	0.5
O=C(Nc1ncccc1O)c1ccc(C(=O)c2ccccc2)cc1	-15.0	-0.1	-24.9	-8.3	-32.6	-0.2	3.4	-2.1
Cc1ccc(NS(=O)(=O)c2ccc3c(c2)NC(=O)C(C)C(=O)N3)c(Br)c1 (configuration not stated)	-0.5	-2.0	-3.8	-1.6	11.5	0.4	1.5	-2.2
CCCNC(=O)N(C)C[C@H]1Oc2cc(-c3ccncc3)ccc2S(=O)(=O)N([C@@H](C)CO)C[C@H]1C	16.5	-1.0	-15.0	13.7	-1.6	1.0	0.9	-0.1
CC(C)NC(=O)C1CCN(C2CCN(C(=O)Cc3ccc4c(c3)OCO4)CC2)CC1	0.4	-3.8	3.5	-5.4	-11.2	0.9	-8.6	5.6
O=C1NC(=O)/C(=C\c2ccsc2)N1	22.8	-1.6	4.0	1.3	-14.1	0.0	-5.9	0.6
CC1CCCN(CCCNC(=O)c2nn(C)c3c2CS(=O)(=O)c2ccccc2-3)C1 (configuration not stated)	-8.6	0.4	-6.2	-0.7	-18.1	0.1	-27.7	1.4
CCNC(=O)C[C@H]1CC[C@H](NC(=O)C2CCC2)[C@H](CO)O1	8.4	2.3	0.5	1.3	x	0.0	4.1	-2.3
O=C(OCC(=O)N1CCCCC1)c1cccs1	x	-4.4	-32.6	1.6	-109.0	0.0	-14.4	0.4
Cc1noc(C)c1COc1ccc(C(=O)N2CCN(c3ccccc3O)CC2)cc1	-14.7	-2.1	3.2	-3.7	6.8	0.0	-8.0	2.2
COc1ccccc1NS(=O)(=O)c1cc(C(=O)NC2CCN(Cc3ccccc3)CC2)ccc1C	x	1.1	20.0	-1.7	23.9	0.2	x	1.9
Cc1cc(S(=O)(=O)N2CCOCC2)ccc1OCC(=O)Nc1ccccc1F	3.1	1.5	-5.0	9.2	0.3	0.5	-3.4	0.4
CS(=O)(=O)N(CCc1ccccc1)CC(=O)Nc1ccccc1	-9.8	1.0	-2.6	7.4	-13.7	0.1	-2.2	5.4
Cc1cccc(NC(=O)C2CCN(S(=O)(=O)c3c(C)[nH]c(=O)[nH]c3=O)CC2)c1	21.7	x	x	x	6.8	0.0	-10.9	x
Cn1c(=O)c2c(nc(NCc3ccco3)n2CC(O)CO)n(C)c1=O (configuration not stated)	4.9	-1.2	-19.8	u	-8.9	0.0	4.5	-2.5
Cc1ccc(S(=O)(=O)N(C)C)cc1NC(=S)NC1CCCC(C)C1C (configuration not stated)	-35.3	x	x	x	-0.8	0.0	4.2	x
COc1cc2c(cc1OC)CN(C(=O)Nc1ccccc1Cl)CC2	23.9	0.0	-4.9	17.3	-2.4	-0.1	7.3	0.6
CNC[C@H]1OCCCC[C@@H](C)Oc2ccc(NC(=O)CCC(F)(F)F)cc2C(=O)N([C@@H](C)CO)C[C@H]1C	17.1	1.9	-6.0	-0.1	-16.2	-0.1	-28.3	4.4
COc1ccc2sc(-c3ccccc3OC)c(-c3ccc4c(c3)OCCO4)c2c1	9.4	-0.3	-0.1	x	1.2	0.0	-5.3	5.9
O=C(C[C@H]1C[C@H]2c3cc(NC(=O)CC4CC4)ccc3O[C@H]2[C@@H](CO)O1)NCCc1ccccc1	-9.0	-1.9	15.6	-3.9	7.7	0.0	-5.6	-0.3
COc1ccc(Br)c(Cn2c(C)c(C(=O)NCCC#N)sc2=O)c1	27.3	-0.7	-4.6	-3.5	3.0	-0.1	x	-2.9
O=C(CN1c2ccccc2S(=O)(=O)c2ccccc21)Nc1ccccc1F	3.8	-2.4	x	-5.2	2.8	0.2	-0.3	1.0
Cc1ccccc1NC(=O)Nc1ccc(C(F)(F)F)cc1	6.0	x	-25.7	10.4	-75.0	0.0	x	2.7
COc1ccc2c3c([nH]c2c1)[C@H](CO)N(C(=O)CN1CCOCC1)CC31CCN(C(C)=O)CC1	32.1	-2.4	0.0	5.3	x	0.4	x	x
C[C@@H]1CCCCO[C@@H](CN(C)C(=O)Nc2ccc(F)cc2)[C@@H](C)CN([C@H](C)CO)C(=O)c2cc(NS(=O)(=O)c3ccccc3)ccc2O1	-7.5	0.7	2.3	31.3*	-12.8	0.3	-7.8	0.6
CC(C)(C)OC(=O)N(CCc1ccccc1)Cc1ccccc1OCc1cccc(NC(=O)C2CCC2)c1	0.6	5.0	-3.2	3.1	8.1	-0.1	1.6	2.7
Cc1cc(C)cc(OCCNS(=O)(=O)c2cccs2)c1	5.6	-1.3	0.3	4.3	-1.1	0.1	-7.2	-8.3
COc1ccc(CNS(=O)(=O)c2cc3c(cc2Cl)NC(=O)CO3)cc1	10.2	1.2	5.6	0.3	-8.5	0.0	-4.1	-1.3
COc1cccc(NC(=S)NNC(=O)CCn2cc([N+](=O)[O-])cn2)c1	9.2	-0.3	-4.2	x	1.3	0.0	x	-8.4
Cc1ccc(OCCC(=O)OCC(=O)N2CCN(S(=O)(=O)c3ccc(C)cc3)CC2)cc1	-24.3	-0.3	-2.2	-8.1	-7.6	0.0	2.3	-2.5
